# JMJD2C inh: blocks human GASC-1 demethylase activity | Q9H3R0 | GST-JMJD2C(1-420) H3K9me3 demethylation, DELFIA europium | inhibition, % at 2.35 µM | hit rate 0.069% among 330,000 | AID 2099;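 active means more than half of a compound's replicate wells show inhibition beyond 50%, single wells judged on their own value; inconclusive means some, but no more than half, of replicates pass 50% inhibition; inactive means no replicate passes 50% inhibition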;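 further: signal counts dimethyl H3K9 product captured on neutravidin plate; 0% = median of DMSO wells and 100% = 0.3 times that DMSO median; strong numbers were not always called active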
# PREPL inh: inhibitors of human prolyl oligopeptidase-like enzyme PREPL | inhibition, % at 5.96 µM | AID 2751 | recombinant PREPL, fluorescence polarization activity-based probe | hit rate 0.68% among 320,000; in the data active means inhibition above about 43%;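 further: 0% = enzyme with DMSO and 100% = wells lacking enzyme; many of its hits are not listed in these tables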
# TPT1 inh: blocks Candida albicans tRNA 2'-phosphotransferase; recombinant caTPT1, FP RNA substrate dephosphorylation; inhibition, % at 5 µM; hit rate 0.81% among 300,000; AID 1962;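 active means inhibition above the mean of all tested compounds plus 3 SD, set per screening campaign, cut at about 24% in these data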;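 further: plate controls were DMSO alone for no effect and ferristatin control at 100 nM for full effect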
# PP5 primary: blocks human protein phosphatase 5 activity. P53041. purified PP5c, OMFP substrate fluorescence. inhibition, % at 6.7 µM. hit rate 0.18% among 320,000. AID 1987;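 active means inhibition above the campaign's mean inhibition across all tested compounds plus 3 SD, cut at about 9.5% in these data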;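 further: 0% = DMSO only and 100% = 100 µM cantharidin control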
# Target sequence (P53041 whole entry, looked up): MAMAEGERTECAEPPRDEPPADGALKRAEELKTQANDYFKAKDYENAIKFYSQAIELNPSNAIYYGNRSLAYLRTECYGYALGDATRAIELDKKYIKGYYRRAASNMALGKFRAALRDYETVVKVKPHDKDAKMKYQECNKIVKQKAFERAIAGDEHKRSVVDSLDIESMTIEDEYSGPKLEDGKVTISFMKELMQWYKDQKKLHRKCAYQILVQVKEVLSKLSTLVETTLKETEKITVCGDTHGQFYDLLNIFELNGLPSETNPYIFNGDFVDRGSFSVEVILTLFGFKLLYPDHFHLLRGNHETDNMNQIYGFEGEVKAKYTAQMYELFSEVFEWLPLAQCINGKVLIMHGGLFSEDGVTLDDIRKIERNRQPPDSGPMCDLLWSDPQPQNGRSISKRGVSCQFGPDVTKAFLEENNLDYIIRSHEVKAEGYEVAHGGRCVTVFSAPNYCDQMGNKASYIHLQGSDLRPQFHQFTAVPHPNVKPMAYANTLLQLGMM
# Fh CTSL1 inh: blocks F. hepatica cathepsin L1 in PFM18AAP counter-screen | inhibition, % at 5.96 µM | hit rate 0.49% among 300,000 | recombinant F. hepatica cathepsin L1, Z-Leu-Arg-MCA fluorescence;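 active means inhibition above the mean of all tested compounds plus 3 SD, set per screening campaign, cut at about 17% in these data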;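 further: 0% = plate median of test compound wells and 100% = 1 µM Z-Phe-Ala-diazomethylketone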
# PP1 inh: PP1-alpha (human) inhibition in PP5 counter-screen; hit rate 0.9% among 320,000; P62136; inhibition, % at 6.7 µM; purified PP1alpha, OMFP fluorescence;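 active means inhibition above the mean inhibition of all tested compounds plus 3 SD, computed separately for each screening campaign, cut at about 15% in these data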
# Target sequence (P62136 whole entry, looked up): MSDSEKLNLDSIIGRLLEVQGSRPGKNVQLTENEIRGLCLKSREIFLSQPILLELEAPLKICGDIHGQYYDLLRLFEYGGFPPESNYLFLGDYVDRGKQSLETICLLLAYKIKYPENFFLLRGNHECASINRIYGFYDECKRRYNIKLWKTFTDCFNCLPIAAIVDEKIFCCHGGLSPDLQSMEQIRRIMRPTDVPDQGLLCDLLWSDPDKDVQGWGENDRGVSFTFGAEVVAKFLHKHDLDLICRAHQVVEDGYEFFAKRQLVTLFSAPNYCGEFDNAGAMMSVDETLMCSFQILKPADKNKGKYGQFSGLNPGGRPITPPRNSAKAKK
# core dimer inh: HCV core protein dimerization inhibition; TR-FRET GST/Flag-core106 dimerization, 1536-well; inhibition, % at 5 µM; hit rate 0.33% among 300,000;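 active means inhibition above the mean of all tested compounds plus 3 SD, set per screening campaign, cut at about 45% in these data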
#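 test system = GST/Flag-tagged HCV core106 proteins | probe or stimulus = Eu donor and XL665 acceptor anti-tag antibodies | times = compound-protein-antibody incubation 4 h at 22.5 °C | signal = TR-FRET, excitation 340 nm, emission 617 and 671 nm | measure = percent inhibition of core106 dimerization signal | controls = wells lacking GST-core106 and wells with excess unlabelled core106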
# LYPLA2 inh: counter-screen for PME1 inhibitors: inhibitors of human LYPLA2; O95372; recombinant LYPLA2, FP-Rh probe fluorescence polarization; inhibition, % at 5.9 µM; hit rate 0.38% among 320,000; AID 2177;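 active means inhibition above the screen-wide mean plus 3 SD, limit set per campaign, cut at about 26% in these data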;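 further: 0% = LYPLA2 with DMSO and 100% = wells lacking LYPLA2 enzyme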
# Target sequence (O95372 whole entry, looked up): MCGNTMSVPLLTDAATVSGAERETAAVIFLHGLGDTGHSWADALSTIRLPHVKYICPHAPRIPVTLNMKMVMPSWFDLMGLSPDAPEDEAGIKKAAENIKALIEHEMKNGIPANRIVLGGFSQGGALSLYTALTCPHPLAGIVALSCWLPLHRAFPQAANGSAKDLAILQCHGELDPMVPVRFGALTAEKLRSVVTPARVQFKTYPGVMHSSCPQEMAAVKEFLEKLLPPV
# Efflux pump inh: inhibitors of Candida antifungal efflux pumps expressed in yeast; S. cerevisiae Candida pump triplex, Nile Red efflux; inhibition, % at 10 µM; hit rate 0.44% among 330,000; AID 485275;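 active means plate passing quality check with inhibition over a set limit, or well fluorescence over plate mean plus 4 SD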;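 further: Nile Red retained in pooled yeast measured as flow cytometry median fluorescence; 0% = buffer negative control and 100% = Enniatin B positive control; higher means more Nile Red kept so more efflux inhibition; some compounds called inactive have numbers as strong as hits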
# An asterisk follows results filed as active; u = inconclusive; x = not tested or not shown. A portion of the library (hit frequency here may not be typical).
structure,JMJD2C inh,PREPL inh,TPT1 inh,PP5 primary,Fh CTSL1 inh,PP1 inh,core dimer inh,LYPLA2 inh,Efflux pump inh
O=C1NCCCC1C(=O)N/N=C/c1cccc(O)c1 (stereo not given),1,0,3,2.5,-1,-1,-6,-10,-0.2
O=C(c1cc(COc2ccc(F)cc2Cl)on1)N1C[C@H]2CC[C@H]1C2,1,22,-4,1.3,1,-1,9,1,0.1
Cc1c(C(=O)N(Cc2ccccc2)Cc2cccs2)cnn1-c1ccc(Cl)cc1,-2,-6,-3,2.8,-4,2,5,3,0.1
CC1=C(C(N)=O)C(c2ccc(F)cc2)n2nc(CCCO)nc2N1 (stereo not given),-2,3,-1,0.0,-2,-5,-3,-6,0.1
Cc1nonc1CN(C)C(=O)c1ccc(OC2CCN(Cc3ccccn3)CC2)cc1,2,-4,0,0.8,-3,-1,0,7,0.0
CC1=NN(c2ccccc2)C(=O)C1C(=O)c1ccc(Cl)cc1 (stereo not given),-5,-6,-4,2.2,0,1,-3,1,0.1
CN(C)c1ccc(/C=C(\NC(=O)c2ccccc2)C(=O)NCCCn2ccnc2)cc1,-3,4,5,0.4,-5,4,-13,-4,-0.2
c1ccc(-c2ccc(CN3C[C@@H]4C(c5ccccc5)C5(c6ccccc6)CC4(C5)[C@H]3c3ccccc3)cc2)cc1 (stereo not given in full),-1,-6,-1,-2.5,-2,6,7,-1,0.2
CCOC(=O)N1CCN(CC(=O)c2ccc(O)cc2O)CC1,-23,5,-11,-0.3,-4,3,4,3,0.3
COc1ccc2c(c1)c(C(=O)CNc1nc(C)cs1)c(C)n2C,0,27,0,0.6,3,1,-16,0,0.1
Cc1ccc(/C=C/C(=O)NC(=S)N2CCN(c3ccc(F)cc3)CC2)cc1,0,-3,-1,-2.1,2,-1,6,-2,0.0
COc1ccc(C(CC(=O)O)NS(=O)(=O)c2ccc(C)cc2)cc1OC (stereo not given),-2,7,-5,2.9,-6,-2,-5,14,-0.1
Cc1cc(Sc2ccc([N+](=O)[O-])cn2)ccc1Br,11,4,-1,0.9,2,-3,-1,7,0.0
O=C(CN1CCN(C/C=C/c2ccccc2)CC1)NCc1ccccc1,12,6,-4,-0.5,-3,-2,-12,-8,0.0
CCCCn1c(N)c(N(CC(C)C)C(=O)c2cccs2)c(=O)[nH]c1=O,0,-3,1,-0.1,2,-4,2,4,-0.1
CCOc1ccccc1NC(=O)Cn1c(=O)n(-c2ccc(OC)cc2OC)c(=O)c2c(C)c(C(=O)N(CC)CC)sc21,15,14,-2,-2.3,2,2,1,5,-0.1
COc1cccc(-n2c(SCC(=O)N3CCCCC3)nc3c([nH]c4ccccc43)c2=O)c1,2,-4,1,2.6,-1,-2,2,-1,-0.1
CCn1c(N)nc2c1c(=O)n(C)c(=O)n2C,-7,4,0,1.1,2,-2,0,-1,0.0
O=C(c1cnccn1)N(Cc1cccs1)C1(C(=O)NC2CCCCC2)CCCCC1,-7,-10,-4,0.5,1,-1,11,-5,0.1
Cc1nn(C)cc1C(C(=O)NC1CCCCC1)N(C(=O)Cc1cccs1)c1ccc(Cl)cc1 (stereo not given),5,8,2,-1.1,0,-1,0,-5,-0.1
Cc1ccccc1Nc1nc(N)nc(COC(=O)CCNS(=O)(=O)c2ccccc2)n1,68,17,2,2.0,-8,8,2,6,-0.1
COc1cc(NC(C)CCc2ccccc2)cc(OC)c1OC (stereo not given),-2,9,1,2.7,-5,3,-4,0,0.0
CCC(C)NC(=O)C1CCN(S(=O)(=O)N2CCCC2)CC1 (stereo not given),-10,13,-1,-1.6,0,-3,1,3,0.0
Cc1cc([N+](=O)[O-])nn1CC(=O)Nc1ccc(Cl)cn1,-6,-4,-1,-0.8,1,-2,-38,2,-0.1
Clc1nnc2ccc(-c3ccccc3)nn12,9,3,-4,-0.4,12,-4,-11,6,-0.1
Cc1ccc(NS(=O)(=O)c2ccc(C)c(NC(=O)COc3ccccc3)c2)c(C)c1,18,-12,-1,2.8,-1,1,18,-7,0.0
COc1ccccc1C(=O)Nc1cccc(Oc2c(F)c(F)c(F)c(F)c2F)c1,0,-3,0,2.2,3,1,-6,-6,-0.1
CCOC(=O)N1CCN(C(=O)CSCC(=O)N=c2sc3ccccc3n2C)CC1,-15,12,0,3.0,0,1,-3,12,0.0
CCOC(=O)c1cn(CC)c2cc(N3CCCCC3)c(F)cc2c1=O,11,16,0,0.5,3,-4,1,-3,0.1
C=CCC(NCCCO)c1cccc(OC)c1OC (stereo not given),-3,5,-1,0.1,0,-2,-7,-1,0.0
COc1ccc(S(=O)(=O)N(CC(=O)Nc2ccc(S(=O)(=O)N3CCOCC3)cc2)Cc2ccc(F)cc2)cc1,3,5,1,5.9,7,-9,10,-48,0.1
COc1ccc(-n2ccsc2=S)cc1,0,0,5,1.1,-2,-3,-3,4,0.0
CCn1c(SCC(=O)N2CCc3ccccc32)nnc1-c1ccco1,46,9,-1,1.3,3,4,0,3,-0.1
O=C(Nc1nnc(-c2ccccc2F)s1)C1CCCO1 (stereo not given),-5,14,-4,-0.2,2,-2,0,2,-0.1
COc1ccc(OCCCCOc2ccccc2Cl)cc1,x,0,2,-0.7,0,-2,-1,2,-0.1
CNC(=O)COc1ccc2oc3c(c2c1)CCCC3,-3,3,-2,4.6,1,-2,12,2,-0.1
CCn1c(=O)cc(SCC(=O)NCCCN2CCN(c3ccc(F)cc3)CC2)c2ccccc21,u,12,-4,-1.2,-1,0,0,3,-0.3
O=C(Nc1nccs1)Oc1ccccc1,0,7,-2,2.5,-1,-2,1,2,0.2
COc1ccc(CCN2CC(C(=O)NC3CCCCC3)CC2=O)cc1OC (stereo not given),0,-3,-3,0.8,-2,-2,5,0,0.0
Cc1noc(C)c1COc1cccc(C(=O)NCCc2c[nH]c3ccccc23)c1,-8,-20,-4,-1.0,3,0,2,3,0.1
O=c1[nH]c2cc3c(cc2cc1CN(Cc1nnnn1CC1CCCO1)C1CCCC1)OCO3 (stereo not given),2,8,-12,-2.4,7,-2,12,1,-0.4
O=C(CSc1ccc2nnc(-c3cccnc3)n2n1)Nc1ccc(F)cc1,-8,-6,0,0.3,0,-2,11,9,0.1
O=C(C1CCCO1)N1CCN(C(=S)Nc2ccccc2Cl)CC1 (stereo not given),-1,12,-1,0.3,-2,0,-18,3,-0.2
O=C1CSC(=S)N1/N=C/c1ccc(Cl)c([N+](=O)[O-])c1,0,9,1,0.0,2,3,65*,6,-0.1
Oc1ccccc1C=NCCN=Cc1ccccc1O,1,-5,1,0.2,0,-2,1,-2,-0.2
Cc1ccc(C(NC(=O)C(C)C)c2cc([N+](=O)[O-])c3cccnc3c2O)cc1 (stereo not given),4,12,2,5.2,1,26*,-3,-2,0.2
O=[N+]([O-])c1ccc2c(c1Nc1ccccc1)=NC1(CCCCC1)N=2,27,1,0,-0.2,-2,-3,-15,4,0.0
Cc1c(C(=O)O)oc2c3c(ccc12)OCCO3,-12,-3,-2,-0.6,-2,5,0,4,0.0
CC(=O)c1ccc(S(=O)(=O)NCc2ccc(C(=O)N(C)CC(=O)Nc3cccc(F)c3)cc2)cc1,-14,-1,4,2.6,3,-4,4,4,0.0
COc1ccc(NS(=O)(=O)c2cc(N)ccc2N2CCCCC2)cc1,1,10,x,6.7,x,-4,x,1,0.2
Nc1ccc(C(=O)NC23CC4CC(CC(C4)C2)C3)cc1,14,-2,3,2.7,1,0,-2,-1,0.0
N/C(=N\OC(=O)c1cc(Cl)ccc1Cl)c1cccnc1,-7,10,-2,-2.5,0,-6,-1,14,0.0
COc1ccc2c(c1)c1nnc(SC)nc1n2C,9,-1,0,2.7,2,0,-1,5,-0.1
CCOC(=O)c1ccc2nc(NC(=O)c3cccs3)sc2c1,8,-12,5,2.9,2,0,7,8,-0.1
Cc1nc(N2CCN(C)CC2)c2c3c(sc2n1)CCCC3,-3,8,2,-0.5,6,-1,1,5,0.0
C/C(=N/NS(=O)(=O)c1ccc(Cl)cc1)c1cccc(NC(=O)c2ccncc2)c1,16,17,-1,2.4,-3,-2,-2,18,-3.1
CC(=O)c1c(C)nc2ccc([N+](=O)[O-])cc2c1-c1ccccc1,-4,8,-1,6.5,1,0,-4,7,0.2
Cc1ccc(CNC(=O)CSc2ccc(-c3cccs3)nn2)cc1,0,13,-2,1.4,3,3,-3,2,-0.1
Cc1ccc(C(NC(=O)CN2C(=O)NC3(CCCC3)C2=O)c2ccccc2)cc1 (stereo not given),2,15,x,1.8,x,-4,x,1,0.1
O=C(c1ccccc1)N1CCN(CC#CC2(O)CCCCC2)CC1,5,21,1,0.6,-2,0,-6,2,0.2

# Other compounds follow.
structure,JMJD2C inh,PREPL inh,TPT1 inh,PP5 primary,Fh CTSL1 inh,PP1 inh,core dimer inh,LYPLA2 inh,Efflux pump inh
Cc1cccc(C(=O)NNC(=O)c2cc3cc4ccccc4nc3s2)c1,18,-9,-2,-1.1,1,4,25,-7,0.1
CCOC(=O)Cn1cc(/C=C(\C#N)C(=O)N2CCOCC2)c2ccccc21,3,-1,-2,-0.9,1,-2,-1,-5,0.2
O=C(Nc1nc(N2C(=O)c3ccccc3C2=O)n(-c2ccccc2)n1)c1ccc(F)cc1,-12,-3,0,1.4,-2,1,0,1,-0.2
Cn1c(SCc2ccccn2)nnc1-c1ccccc1,8,9,-2,-2.8,9,-1,2,6,-0.2
COc1ccc(C(=O)c2ccc(N3CCN(C(=O)c4ccc(F)cc4)CC3)c(F)c2)cc1Br,5,5,1,-0.8,0,-1,38,5,0.1
O=C(NCc1ccccc1Cl)c1ccc2c(=O)n(CCCN3CCCC3=O)c(=S)[nH]c2c1,3,6,-1,-0.1,-2,4,2,18,-0.1
O=C(O)CCc1ccc(-c2ccc(F)cc2)n1CC(=O)O,-4,10,-1,2.5,-6,-1,0,-2,0.2
CC(/C=C/c1ccco1)=N/NC(=O)Cc1cccs1,1,11,7,-3.1,1,7,18,5,0.2
Cc1ccc(NS(=O)(=O)c2cccc(C(=O)NNC(=O)NC3CCCCC3)c2)c(C)c1,2,2,-1,-3.7,-1,-3,3,-1,0.1
CC1CCCCN1C(=O)C1CC(c2ccc(F)cc2)=NO1 (stereo not given),2,4,-1,1.9,-3,-3,-2,-2,0.1
COC(=O)NC(Nc1sc2c(c1C(N)=O)CCCC2)(C(=O)OC)C(F)(F)F (stereo not given),16,0,2,1.5,-2,-5,1,0,0.0
Cc1cc(C(=O)Nc2ccc(OCc3ccccc3)cc2)c(C)o1,-1,5,1,0.1,-6,3,1,20,-0.3
Cc1nc(-c2ccc(C(=O)N3CCOCC3)cc2)cs1,3,-1,2,2.2,-2,0,-4,4,0.0
COC(CN(C(=O)CCl)C(C(=O)NC1CCCC(C)C1C)c1ccc(C)cc1)OC (stereo not given),-6,7,-1,1.2,61*,0,0,-8,-0.2

# Source: PubChem
